# PPARg SRC-1 ag = agonists of human PPARgamma SRC-1 coactivator recruitment. P37231. PPARgamma-SRC-1 coactivator recruitment biochemical assay. activation, % at 8 µM. 200,000 tested, 0.41% active; in the data active = activation above about 19%;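 note: 0% = DMSO and 100% = reference agonist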
# Target sequence (P37231 whole entry, looked up): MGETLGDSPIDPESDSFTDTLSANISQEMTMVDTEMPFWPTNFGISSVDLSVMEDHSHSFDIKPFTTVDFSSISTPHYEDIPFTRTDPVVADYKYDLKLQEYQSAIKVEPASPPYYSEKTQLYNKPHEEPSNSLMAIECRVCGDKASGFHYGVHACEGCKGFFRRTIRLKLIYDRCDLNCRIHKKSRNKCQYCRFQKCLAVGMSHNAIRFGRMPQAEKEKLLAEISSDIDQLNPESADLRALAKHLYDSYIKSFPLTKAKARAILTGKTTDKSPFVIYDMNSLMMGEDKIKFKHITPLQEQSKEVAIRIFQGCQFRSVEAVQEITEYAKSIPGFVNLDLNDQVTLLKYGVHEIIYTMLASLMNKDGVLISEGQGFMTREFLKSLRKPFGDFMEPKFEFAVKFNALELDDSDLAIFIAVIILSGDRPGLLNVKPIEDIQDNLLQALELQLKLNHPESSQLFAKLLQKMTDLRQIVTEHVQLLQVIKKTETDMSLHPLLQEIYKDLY
# PPARg SRC3 recr = agonists of human PPARgamma SRC-3 coactivator recruitment; 200,000 tested, 0.26% active; biochemical PPARgamma/SRC-3 coactivator recruitment assay; activation, % at 8 µM; P37231; in the data active = activation above about 23%;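 note: 0% = DMSO and 100% = reference agonist; some compounds past the cut are filed as inactive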
# bIAP activator = intestinal alkaline phosphatase (bovine) activation. purified bovine IAP, CDP-star luminescence, 30 min; stronger effect = higher value; fold of DMSO-control signal, blank-subtracted. activation factor at 20 µM. 200,000 tested, 0.17% active. AID 1016;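 active = activation factor of 2 or more at 20 µM, a signal rise over negative controls twice the positive control's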
# STAT3 act = STAT3 signaling activation; 190,000 tested, 0.91% active; U3A cells, IL-6 STAT3-luciferase reporter, luminescence; 100% = signal with IL-6 EC80 alone; activation (% of control), % at 5.6 µM;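 active = activation above the screen-wide mean of compound activation plus 3 SD, cut at about 130% in these data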;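 note: 0% = background luminescence of wells with medium and substrate only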
#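 Detection: reporter luminescence signal / Assay system: STAT1-lacking human U3A cells, STAT3 luciferase reporter / Incubation: compound pre-incubation 1 h before IL-6, then 6 h stimulation at 37 °C / Control set: IL-6-only high control / Read-out: % activation relative to IL-6 control / Probe or stimulus: Interleukin-6, 33 ng/mL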
# ROMK mod = modulators of human ROMK potassium channel; Tet-inducible ROMK, thallium flux fluorescence; actives lie on both sides; 130,000 tested, 2% active; B-score at 10 µM; P48048;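 active = signal ratio slope over the read window, or its plate-corrected B-score, at least 3 SD from the plate mean, either direction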;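 note: B-score of the F/F0 ratio slope over 7 to 12 s after thallium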
# TR-FRET SRC-2 ct = flags TR-FRET format artefacts in PPARgamma SRC-2 recruitment agonist screen; TR-FRET artefact counter-screen; stronger effect = higher value; TR-FRET ratio at 8 µM; 200,000 tested, 0.4% active; AID 1049; in the data active = TR-FRET ratio above about 2000; note: inactives centre near 1500
# bIAP inh = blocks bovine intestinal alkaline phosphatase activity | 190,000 tested, under 10 active | inhibition, % at 20 µM | AID 1019 | purified bovine IAP, CDP-star luminescence, 30 min;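 active = over 50% inhibition of intestinal alkaline phosphatase at 20 µM in the single-dose screen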
#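 System: Purified bovine intestinal alkaline phosphatase (IAP) enzyme | Input: IAP diluted 1/65,000,000 in the well | Also added: CDP-star chemiluminescent phosphatase substrate, 30 µM final | Dosing: 20 µM single dose | Times: Enzyme reaction for 30 min at room temperature | Detection: Luminescence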
# PPARg SRC2 recr = promotes SRC-2 coactivator recruitment by human PPARgamma | 200,000 tested, 0.34% active | P37231 | activation, % at 8 µM | PPARgamma LBD-SRC-2 recruitment, biochemical | AID 1032; in the data active = activation above about 22%;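 note: 0% = vehicle and 100% = reference agonist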
# STAT1 blocker = STAT1 signaling inhibition | AID 920 | inhibition, % at 5.5 µM | 200,000 tested, 0.35% active | NIH 3T3 STAT1-luciferase reporter, IFN-gamma, luminescence;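 active = inhibition above a set limit, the mean inhibition across all tested compounds plus 3 SD, cut at about 34% in these data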;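 note: 0% = IFN-gamma with DMSO and 100% = IFN-gamma with 300 µM nifuroxazide; values of inactives mirror those of a sister screen read the other way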
# STAT3 inh = reduces IL-6 driven STAT3 reporter signal; AID 862; U3A cells, IL-6 STAT3-luciferase reporter, luminescence; host cell line lacks STAT1; inhibition, % at 5.5 µM; 190,000 tested, 0.89% active;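 active = inhibition above the mean inhibition across all screened compounds plus 3 SD, cut at about 44% in these data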;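 note: 0% = DMSO only wells and 100% = 100 µM nifuroxazide control wells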
# TNAP act hiacc = TNAP (human) activation, high acceptor | P05186 | purified TNAP, CDP-star luminescence, 1 M DEA, 30 min; stronger effect = higher value; 0 = EDTA background, 1 = DMSO-only activity | activation factor at 20 µM | 200,000 tested, under 10 active | AID 1136;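 active = activation factor at least 2 at 20 µM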
# Target sequence (P05186 whole entry, looked up): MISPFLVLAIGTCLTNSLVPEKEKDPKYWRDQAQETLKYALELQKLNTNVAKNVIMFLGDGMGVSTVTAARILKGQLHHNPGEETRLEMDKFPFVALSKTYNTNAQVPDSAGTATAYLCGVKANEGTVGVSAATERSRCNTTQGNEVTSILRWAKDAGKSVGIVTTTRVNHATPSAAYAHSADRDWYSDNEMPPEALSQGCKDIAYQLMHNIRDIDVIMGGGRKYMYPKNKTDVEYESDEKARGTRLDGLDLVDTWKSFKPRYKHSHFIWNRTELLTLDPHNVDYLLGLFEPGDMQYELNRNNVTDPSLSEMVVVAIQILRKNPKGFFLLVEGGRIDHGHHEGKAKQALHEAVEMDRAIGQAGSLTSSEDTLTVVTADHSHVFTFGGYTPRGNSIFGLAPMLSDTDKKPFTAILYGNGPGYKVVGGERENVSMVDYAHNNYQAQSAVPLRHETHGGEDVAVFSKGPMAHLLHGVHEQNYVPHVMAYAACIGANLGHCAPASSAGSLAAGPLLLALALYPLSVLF
#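 Assay system: human TNAP; Input: enzyme diluted 1/800 final; Reagent: CDP-star luminogenic substrate at 100 µM final; Timing: 30 min, room temperature; Signal: luminescence; Evaluation: TNAP activation factor scaled between EDTA and DMSO control wells.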
# Active calls of the source: *; x = no result given.
No.	mol	PPARg SRC-1 ag	PPARg SRC3 recr	bIAP activator	STAT3 act	ROMK mod	TR-FRET SRC-2 ct	bIAP inh	PPARg SRC2 recr	STAT1 blocker	STAT3 inh	TNAP act hiacc
1	CN(c1ccc(C(=O)N2CCc3ccccc3C2)cc1)S(C)(=O)=O	-3	3	0.8	88	x	1479	17	6	2	17	1
2	Cc1ccc(S(=O)(=O)Nc2nc3ccccc3nc2NCc2ccc3c(c2)OCO3)cc1C	-1	1	0.8	101	x	1551	16	-5	3	-3	1
3	Cn1nnc(NC(=O)c2cccc(F)c2)n1	-5	4	1	108	1.3	1551	0	3	-11	-6	1.1
4	COc1ccc(NC(C)=O)cc1NC(=O)c1ccc(C#N)cc1	13	0	0.7	97	0.81	1669	28	-2	5	6	1
5	COc1ccc(OC)c(-n2c(-c3cccc(O)c3)n[nH]c2=S)c1	-2	15	0.9	98	x	1678	6	8	-2	7	1
6	CCOP(=O)(OCC)c1nc(-c2cccc3ccccc23)oc1NCc1ccccc1	-1	2	1	105	x	1519	4	-2	-1	4	1.1
7	CCc1c(C)nc2cc(C)[nH]n2c1=O	4	1	0.9	105	x	1460	9	0	1	-3	1
8	COc1ccc(OC)c(NC(=O)CN(C)CC(=O)Nc2ccccc2Br)c1	0	7	1.1	94	0.73	1640	-14	3	11	12	1.1
9	O=C(O)C/C=C(/NC(=O)OCc1ccccc1)C(=O)OCc1ccccc1	0	1	1	94	0.46	1706	2	5	2	9	1
10	COc1ccc(NC(=O)Cn2cnc3c(nnn3-c3ccc(C)cc3)c2=O)cc1	10	4	1	102	-1.1	1465	-3	1	-9	7	1
11	COCC(=O)Nc1nc(-c2ccc(C)cc2)c(C)s1	-6	6	1	98	x	1218	1	-3	-4	4	1
12	O=C(CN1C(=O)c2ccccc2C1=O)Nc1ccc(S(=O)(=O)N2CCOCC2)cc1	6	-2	1.3	98	1.2	1398	-27	-3	0	7	1
13	Cc1cc(C(=O)N2CCc3c([nH]c4ccccc34)C2c2c(F)cccc2Cl)no1 (stereo unspecified)	18	11	0.8	123	x	1621	16	7	5	-20	1.1
14	CCC(C(=O)Nc1ccc2c(c1)OCCO2)c1ccccc1 (stereo unspecified)	1	-3	1	93	0.92	1643	2	4	6	14	1
15	Cc1cccc(NC(=O)CSc2cc(C(=O)c3nccn3C)c3ccccc3n2)c1	-1	1	1	98	-0.16	1579	-1	4	4	0	1
16	CC(=O)NCCn1c(SCC(=O)OCc2ccccc2)nc2ccccc2c1=O	9	-6	0.9	100	0.11	1564	8	-1	-4	2	1.1
17	CC(C)Cc1nc2oc3c(N4CCN(C)CC4)ncnc3c2c2c1CCCC2	-1	2	1.1	103	-0.13	1412	-8	-3	-2	4	1
18	O=S(=O)(Nc1ccncc1Cl)c1ccccc1	2	7	1	94	0.28	1688	5	6	2	7	1
19	COCCNC(=O)/C(=C/c1ccccc1Cl)c1ccccc1	-7	-2	0.9	103	-0.24	1510	7	-6	-10	-2	1
20	CCCCC(=O)NC(=S)Nc1cc([N+](=O)[O-])ccc1OC	2	1	0.9	91	-0.11	1465	6	6	0	16	1.1

# Some of these compounds in order of molecular weight, smallest number first.
No.	mol	PPARg SRC-1 ag	PPARg SRC3 recr	bIAP activator	STAT3 act	ROMK mod	TR-FRET SRC-2 ct	bIAP inh	PPARg SRC2 recr	STAT1 blocker	STAT3 inh	TNAP act hiacc
18	O=S(=O)(Nc1ccncc1Cl)c1ccccc1	2	7	1	94	0.28	1688	5	6	2	7	1
11	COCC(=O)Nc1nc(-c2ccc(C)cc2)c(C)s1	-6	6	1	98	x	1218	1	-3	-4	4	1
4	COc1ccc(NC(C)=O)cc1NC(=O)c1ccc(C#N)cc1	13	0	0.7	97	0.81	1669	28	-2	5	6	1
19	COCCNC(=O)/C(=C/c1ccccc1Cl)c1ccccc1	-7	-2	0.9	103	-0.24	1510	7	-6	-10	-2	1
5	COc1ccc(OC)c(-n2c(-c3cccc(O)c3)n[nH]c2=S)c1	-2	15	0.9	98	x	1678	6	8	-2	7	1
1	CN(c1ccc(C(=O)N2CCc3ccccc3C2)cc1)S(C)(=O)=O	-3	3	0.8	88	x	1479	17	6	2	17	1
10	COc1ccc(NC(=O)Cn2cnc3c(nnn3-c3ccc(C)cc3)c2=O)cc1	10	4	1	102	-1.1	1465	-3	1	-9	7	1
13	Cc1cc(C(=O)N2CCc3c([nH]c4ccccc34)C2c2c(F)cccc2Cl)no1 (stereo unspecified)	18	11	0.8	123	x	1621	16	7	5	-20	1.1

# Following part.
No.	mol	PPARg SRC-1 ag	PPARg SRC3 recr	bIAP activator	STAT3 act	ROMK mod	TR-FRET SRC-2 ct	bIAP inh	PPARg SRC2 recr	STAT1 blocker	STAT3 inh	TNAP act hiacc
21	CC(C)(C)Oc1ncc(Br)c(OC(C)(C)C)n1	0	9	0.9	100	1.1	1544	6	3	3	3	1.1
22	COc1ccc2nc(N=Nc3ccc(O)c4ccccc34)sc2c1	1	-2	1	132	x	1486	0	-5	16	-29	0.7
23	COc1ccc(-c2cc(C(F)(F)F)nc(N3CCOCC3)n2)cc1	3	13	1	92	x	1498	-1	-9	1	14	1.1
24	CCOc1ccc2nc(SCC(=O)N(C)C)[nH]c2c1	2	3	1	99	-0.86	1333	-3	3	-36	4	1.1
25	Cc1cccc(NC(=O)COc2ccccc2)c1	-4	2	0.6	93	x	1445	40	5	2	13	1
26	Cc1csc2nnc(N)n12	4	9	1	105	1	1453	2	6	-6	-2	1
27	O=C(CSc1ccccn1)Nc1ccc2c(c1)C(=O)c1ccccc1C2=O	2	3	1.1	99	-0.041	1585	-8	-3	-19	-1	1
28	Cc1cc2oc(=O)c3c(c2cc1OC(=O)c1ccco1)CCCC3	6	-3	0.9	95	0.31	1517	6	10	-3	10	1
29	O=C(NCc1ccc(C(F)(F)F)cc1)C1CC(c2ccccc2[N+](=O)[O-])=NO1 (stereo unspecified)	1	5	1	110	x	1447	-4	0	2	-1	1
30	CC(=O)Oc1ccc(/C=N/NC(=S)Nc2ccccc2)cc1	3	4	1	81	0.38	1548	-2	-3	-68	21	1
31	CC1CC(N(C(=O)C2CC2)c2ccccc2)c2ccccc2N1C(=O)C1CC1 (stereo unspecified)	2	1	1	99	-3.4*	1443	4	-2	-2	10	1
32	O=[N+]([O-])c1cccc(-c2nnc3c4ccccc4c4ccccc4n23)c1	0	1	0.8	96	-0.51	1629	23	2	2	5	1.1
33	CCCc1nnc(NC(=O)CC(=O)OCC)s1	6	14	1	97	-0.046	1561	-3	11	2	4	1.1
34	COc1ccc(N=C2NC(=O)/C(=C\C=C\c3ccco3)S2)cc1	11	8	0.9	97	-0.81	1787	14	-1	-7	14	0.9
35	CNC(=S)N/N=C/c1c(C)nn(-c2ccc(F)cc2)c1Cl	14	-4	0.9	83	0.33	1610	7	1	-5	24	1
36	CCCCn1c(=O)[nH]c(=O)c2c1nc(-c1ccc(OCCC)c(OCC)c1)n2CCOC	7	2	1.1	108	-0.15	1529	-12	4	3	-7	1
37	CC(C)(C)/C(Cn1cncn1)=N\OC(=O)Nc1ccc(Cl)cc1	2	-2	1	95	0.36	1607	4	1	-5	4	1
38	CCCCC(=O)Nc1ccc(NC(=O)c2ccc([N+](=O)[O-])cc2)cc1OC	0	1	1	92	0.28	1637	-1	3	-2	11	1
39	CC1CCN(C(=O)c2cc(Cl)nc3ccccc23)CC1	1	-1	0.8	104	x	1441	21	5	4	-4	1.1
40	COC(=O)c1c(C)oc(C)c(C(=O)OC)c1=O	5	6	1	107	x	1666	0	5	1	2	1

# (listing goes on)
No.	mol	PPARg SRC-1 ag	PPARg SRC3 recr	bIAP activator	STAT3 act	ROMK mod	TR-FRET SRC-2 ct	bIAP inh	PPARg SRC2 recr	STAT1 blocker	STAT3 inh	TNAP act hiacc
41	Cc1ccc(C(=O)c2c[nH]c(C(=O)NCc3cccnc3)c2)cc1	7	3	1	96	x	1635	-3	2	7	9	1
42	C/C(=N\NC(=O)c1cccc(N2CCCC2=O)c1)c1ccc(N)cc1	6	4	0.9	103	-0.14	1731	6	0	-14	5	1
43	Cc1cc(C(F)(F)F)n2[nH]c(=O)c(N=Nc3ccccc3)c2n1	9	0	0.8	92	-0.19	1810	24	14	2	16	0.8
44	Cc1ccc(-c2csc(NC(=O)c3cccc([N+](=O)[O-])c3)n2)cc1	6	7	1	73	x	1635	4	13	2	35	1
45	CCn1c(SCC(=O)Nc2cccc(NC(C)=O)c2)nnc1C(C)C	-4	0	0.9	102	x	1699	11	-1	-3	2	1.1
46	CCC(C)(C(=O)NC1CCCC1)N(C(=O)c1cnccn1)c1c(C)n(C)n(-c2ccccc2)c1=O (stereo unspecified)	-6	-17	1	104	x	1413	3	1	7	0	1
47	COc1cc(C(=O)NCc2ccc(C)cc2)ccc1OCc1c(C)noc1C	3	-5	1	95	x	1510	-5	0	3	10	1
48	CC1=Cc2ccccc2C(C#N)N1C(=O)c1ccccc1 (stereo unspecified)	-3	-2	1	100	0.15	1594	4	-10	-3	0	1.1
49	CC(=O)NC(C)c1nc2ccccc2n1CC(=O)N1C(C)CCCC1C (stereo unspecified)	7	-1	1.1	101	1.2	1538	-5	-1	6	0	1
50	O=C(c1ccc2c3c(cccc13)C(=O)N(O)C2=O)N1CCCCC1	6	10	0.9	112	1.6	1506	10	5	-6	-13	1
51	O=c1c2ccccc2nc(SCc2cccc(F)c2)n1-c1cccc(S(=O)(=O)N2CCCC2)c1	7	1	0.9	113	-0.57	1473	10	2	4	-5	1
52	Cc1cc(C(=O)CSc2nc3ccccc3c(=O)[nH]2)c(C)n1C	-1	-7	0.9	92	0.15	1416	9	-8	-20	14	1
53	Cc1ccc(NC(=S)N2CCC(c3nc4ccccc4s3)CC2)cc1	-4	15	1	94	x	1679	2	-1	-5	14	1.1
54	O=C(c1ccco1)N1CCN(C(c2ccccc2F)c2nnnn2Cc2cccs2)CC1 (stereo unspecified)	3	-5	1	108	x	1480	-3	7	2	0	1
55	Cc1ccc(Nc2nnc(C3C(=O)N(C)C4(C)CC3c3cc(Br)ccc3O4)s2)cc1 (stereo unspecified)	-6	-6	1	100	x	1610	0	2	12	3	1
56	Cc1cccc(C(=O)Nc2ccc(C(=O)/C=C/c3cccnc3)cc2)c1	3	-1	1	110	-2.4*	1447	3	-4	9	-9	1
57	CCNC(=O)CCCOc1ccc(Cl)cc1Cl	3	8	1	84	x	1859	5	-2	4	22	1
